STAT3 act: STAT3 signaling activation | 0.91% of 190,000 active | U3A cells, IL-6 STAT3-luciferase reporter, luminescence; 100% = signal with IL-6 EC80 alone | activation (% of control), % at 5.6 µM;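 active = activation above the screen-wide mean of compound activation plus 3 SD, cut at about 130% in these data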;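 also: 0% = background luminescence of wells with medium and substrate only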
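Detection: reporter luminescence signal / Assay system: STAT1-lacking human U3A cells, STAT3 luciferase reporter / Incubation: compound pre-incubation 1 h before IL-6, then 6 h stimulation at 37 °C / Control set: IL-6-only high control / Read-out: % activation relative to IL-6 control / Probe or stimulus: Interleukin-6, 33 ng/mL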
APP 5UTR inh: APP translation inhibition; SH-SY5Y APP 5'UTR-luciferase reporter, luminescence; inhibition, % at 2 µM; 0.82% of 190,000 active; AID 1285;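 active = inhibition above a set limit, derived from the sample mean plus 3 SD, cut at about 45% in these data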; also: values of inactives mirror those of a sister screen read the other way
STAT1 act: STAT1 signaling activation; activation (% of control), % at 5.5 µM; AID 932; NIH 3T3 STAT1-luciferase reporter, IFN-gamma, luminescence; 100% = IFN-gamma alone, no compound; 2.6% of 200,000 active;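 active = activation above the screen-wide mean activation plus 3 SD, cut at about 130% in these data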;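 also: raw ratio to IFN-gamma control signal so 100% means no change and 0% no light; values of inactives mirror those of a sister screen read the other way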
STAT1 blocker: inhibitors of IFN-gamma induced STAT1 signaling | AID 920 | inhibition, % at 5.5 µM | 0.35% of 200,000 active | NIH 3T3 STAT1-luciferase reporter, luminescence;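 active = inhibition above a set limit, the mean inhibition across all tested compounds plus 3 SD, cut at about 34% in these data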;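 also: 0% = IFN-gamma with DMSO and 100% = IFN-gamma with 300 µM nifuroxazide; values of inactives mirror those of a sister screen read the other way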
STAT3 blocker: reduces IL-6 driven STAT3 reporter signal | U3A cells, IL-6 STAT3-luciferase reporter, luminescence; host cell line lacks STAT1 | inhibition, % at 5.5 µM | 0.89% of 190,000 active;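 active = inhibition above the mean inhibition across all screened compounds plus 3 SD, cut at about 44% in these data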;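 also: 0% = DMSO only wells and 100% = 100 µM nifuroxazide control wells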
TLR4 MyD88 comp: blocks binding of human TLR4 to MyD88 | inhibition, % at 8.4 µM | O00206+Q99836 | 0.18% of 200,000 active | HeLa CL3-4 TLR4/MyD88 BLA complementation, FRET ratio; in the data active = inhibition above about 25%;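 also: 0% = vehicle and 100% = reference inhibitor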
Target sequence (O00206 whole entry, looked up): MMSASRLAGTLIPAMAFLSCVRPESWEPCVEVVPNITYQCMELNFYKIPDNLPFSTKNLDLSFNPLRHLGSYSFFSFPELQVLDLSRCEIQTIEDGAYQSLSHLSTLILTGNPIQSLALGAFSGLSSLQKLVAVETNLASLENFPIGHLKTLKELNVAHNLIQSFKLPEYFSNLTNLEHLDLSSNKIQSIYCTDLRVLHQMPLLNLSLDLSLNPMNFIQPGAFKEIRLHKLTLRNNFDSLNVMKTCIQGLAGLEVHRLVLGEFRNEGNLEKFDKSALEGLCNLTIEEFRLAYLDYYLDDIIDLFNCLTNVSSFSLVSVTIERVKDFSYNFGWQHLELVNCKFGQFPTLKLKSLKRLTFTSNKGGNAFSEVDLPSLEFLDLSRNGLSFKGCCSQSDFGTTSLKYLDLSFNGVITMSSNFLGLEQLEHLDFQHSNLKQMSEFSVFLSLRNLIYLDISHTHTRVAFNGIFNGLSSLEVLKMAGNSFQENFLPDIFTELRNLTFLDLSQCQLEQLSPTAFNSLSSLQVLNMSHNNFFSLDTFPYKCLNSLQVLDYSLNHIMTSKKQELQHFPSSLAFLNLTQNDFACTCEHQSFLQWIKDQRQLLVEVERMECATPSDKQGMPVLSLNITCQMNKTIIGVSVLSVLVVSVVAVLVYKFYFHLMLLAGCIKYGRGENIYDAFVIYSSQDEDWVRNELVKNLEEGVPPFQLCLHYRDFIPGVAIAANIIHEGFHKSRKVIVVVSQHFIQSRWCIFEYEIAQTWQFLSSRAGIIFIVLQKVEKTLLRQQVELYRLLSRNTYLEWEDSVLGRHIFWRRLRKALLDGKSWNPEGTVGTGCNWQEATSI
Target sequence (Q99836 whole entry, looked up): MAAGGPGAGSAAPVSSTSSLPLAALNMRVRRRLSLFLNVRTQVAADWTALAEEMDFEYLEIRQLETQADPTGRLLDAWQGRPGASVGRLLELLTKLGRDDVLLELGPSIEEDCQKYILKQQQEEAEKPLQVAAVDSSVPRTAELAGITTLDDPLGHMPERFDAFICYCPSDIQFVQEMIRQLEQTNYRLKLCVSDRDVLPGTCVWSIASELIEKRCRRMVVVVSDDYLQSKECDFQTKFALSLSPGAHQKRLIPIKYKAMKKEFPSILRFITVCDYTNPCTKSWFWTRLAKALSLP
Hsp70 activator: switches on Hsp70 transcription | HeLa Hsp70 promoter luciferase reporter, luminescence; scaled: vehicle 0, proteasome-inhibitor control 100% | activation, % at 10 µM | 0.04% of 200,000 active;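 active = activation above the mean across all tested compounds plus 3 SD, cutoff set per campaign, cut at about 5.5% in these data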;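 also: 100% = MG132 at 30 µM as the positive control and 0% = DMSO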
Diaphorase inh: diaphorase inhibition or chemical oxidation counter-screen; diaphorase resazurin-to-resorufin fluorescence, NADH, 16 min; bacterial (C. kluyveri) enzyme, not human; inhibition, % at 20 µM; 0.69% of 190,000 active; AID 1217;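 active = primary screen inhibition at 20 µM above a set limit, cut at about 50% in these data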;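 also: plate controls were DMSO with full reaction for no effect and wells lacking NADH for full effect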
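Test system: bacterial diaphorase enzyme (C. kluyveri); Quantity: 0.14 U/mL diaphorase, enzyme working solution; Times: reaction incubation of 16 min at room temperature; Measured by: fluorescence of resorufin formed from resazurin, Ex 544/Em 590 nm; Benchmarks: positive control minus NADH, DMSO neutral control.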
Diaph act CS: activates diaphorase or chemically reduces, flagging diaphorase assay artifacts | Diaphorase/resazurin coupled assay, resorufin fluorescence, 16 min; active compounds read high; 1 = vehicle wells, 0 = NADH-free wells | activation factor at 20 µM | 0.005% of 190,000 active;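 active = diaphorase activity raised at least twofold by the compound at 20 µM; inactive = activation factor below 2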
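Material: purified diaphorase enzyme from Clostridium kluyveri / Medium: HEPES pH 7.4 buffer with MgCl2 and Tween 20 / Schedule: enzyme reaction of 16 min at room temperature / Measured by: resorufin fluorescence, excitation 544 nm, emission 590 nm / Evaluation: rise in resorufin formation, marking diaphorase activation or chemical reduction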
G6PDH counter: L. mesenteroides G6PDH inhibition counter-screen | Purified L. mesenteroides G6PDH, diaphorase/resazurin coupled fluorescence, 45 min | inhibition, % at 5 µM | 0.12% of 200,000 active | AID 1020; in the data active = inhibition above about 50%
Starred values were filed as active, the others as inactive; . = not tested or not shown.

SMILES | STAT3 act | APP 5UTR inh | STAT1 act | STAT1 blocker | STAT3 blocker | TLR4 MyD88 comp | Hsp70 activator | Diaphorase inh | Diaph act CS | G6PDH counter
O=C(c1ccccc1/S(=N/S(=O)(=O)c1ccccc1)N1CCOCC1)N1CCOCC1 (configuration not stated) | 106 | -1 | 102 | -2 | -4 | 5 | -0.3 | 16 | 0.8 | -2
CC(=O)NC(CC(C)C)C(=O)NC(Cc1ccccc1)C(N)=O (configuration not stated) | 104 | -9 | 100 | 0 | -1 | -15 | -0.4 | 6 | 0.9 | 3
O=C(CCCn1c(=O)[nH]c2cc(Cl)ccc2c1=O)NCCCN1CCCC1=O | 100 | -10 | 100 | 0 | -2 | -14 | 0.2 | -2 | 1 | 7
Cc1ccc(N(CCCCN2C(=O)c3ccccc3C2=O)C(=O)c2cccs2)cc1 | 93 | -11 | 94 | 6 | 9 | -2 | -0.3 | 16 | 0.8 | 0
COc1ccc(-c2nc(SCC(=O)NCc3ccco3)c(-c3ccccc3)[nH]2)cc1OC | 100 | 15 | 100 | 2 | 0 | 15 | -0.2 | 6 | 0.9 | -2
CCS(=O)(=O)NCCc1csc(-c2cccnc2)n1 | 106 | 9 | 100 | 0 | -1 | -8 | 0.8 | 11 | 0.9 | 16
Cc1ccc(NC(=O)CN(C)C(=O)CSc2nnc(C(F)(F)F)n2C)cc1 | 104 | 12 | 107 | -10 | 2 | -4 | 0.0 | -11 | 1.1 | 6
Cc1nn(-c2nnc(C)c(=O)[nH]2)c(C)c1SCC(=O)Nc1ccc(C(C)C)cc1 | 103 | -4 | 96 | 4 | -4 | 0 | -0.5 | 2 | 1 | -4
CC(CSc1nnnn1-c1ccccc1)Cn1c(N2CCN(C)CC2)nc2c1c(=O)[nH]c(=O)n2C (configuration not stated) | 111 | 16 | 103 | -4 | -8 | 11 | -0.1 | 10 | 0.9 | 2
C=CCN=C(NC#N)SCCc1ccccc1 | 100 | -4 | 98 | 0 | 4 | 7 | 0.0 | -3 | 1 | 5
C/C(=N\NC(=O)CNc1cccc(Cl)c1C)c1cccs1 | 87 | 1 | 100 | -1 | 17 | -5 | -0.2 | 2 | 1 | 24
O=C(O)c1ccc2noc(-c3ccccc3)c2c1 | 108 | -13 | 117 | -19 | -6 | 10 | 0.4 | 14 | 0.9 | -1
COC(=O)COc1cccc(NC(=O)c2ccc(C)cc2)c1 | 94 | 4 | 75 | 27 | 11 | 4 | 0.0 | 9 | 0.9 | 3
CC(=O)c1cccc(NC(=S)NCCc2ccc(Cl)cc2)c1 | 93 | -16 | 105 | -5 | 17 | -10 | -0.1 | 16 | 0.8 | -1
CN1CCN(C(=O)CN(c2cc(C(F)(F)F)ccc2Cl)S(C)(=O)=O)CC1 | 96 | -22 | 93 | 8 | 5 | -16 | 0.0 | 6 | 0.9 | 4
CC(CN1CCCCC1)OC(=O)CCc1ccccc1 (configuration not stated) | 102 | -5 | 105 | -5 | 3 | 6 | 0.0 | -10 | 1.1 | 5
Cc1ccn2cc(-c3cnoc3C)nc2c1 | 103 | . | 109 | -10 | 4 | -1 | -0.3 | 12 | 0.9 | -4
COc1ccc(/C=C2/SC(=O)N(CC(=O)Nc3cc(C)on3)C2=O)cc1OC | 93 | 5 | 94 | 6 | 11 | -4 | -0.3 | 9 | 0.9 | 5
Cc1c(C(=O)NCc2cccnc2)oc2ccc(S(=O)(=O)N3CCCC(C)C3)cc12 (configuration not stated) | 98 | -3 | 100 | 2 | 9 | 12 | -0.4 | 28 | 0.7 | -25
Cc1sc(NC(=O)CN2CCN(c3ccccn3)CC2)c(C#N)c1C | 121 | 9 | 98 | 2 | -23 | 4 | 0.1 | 13 | 0.9 | -3
COc1ccc(CCN=C(N)NS(=O)(=O)c2ccc(C)cc2)cc1 | 105 | 4 | 97 | 4 | 0 | 0 | -0.5 | 7 | 0.9 | -10
COc1ccc(OCC(=O)N2CCc3c([nH]c4ccccc34)C2c2ccccn2)cc1 (configuration not stated) | 90 | -20 | 95 | 3 | 16 | -6 | -0.4 | 34 | 0.7 | 19
CC1(C)C(=O)OC(/C=C\c2cccc([N+](=O)[O-])c2)C(C)(C)C1=O (configuration not stated) | 98 | -18 | 101 | -1 | 2 | -8 | 0.6 | 0 | 1 | 15
COc1ccc2occ(C(=O)c3cccs3)c2c1 | 109 | -55 | 128 | -31 | -4 | 5 | 0.4 | 25 | 0.8 | -2
NS(=O)(=O)c1ccc(CCNC(=O)CN2CCN(c3ccccc3O)CC2)cc1 | 98 | 1 | 102 | -2 | -2 | -1 | -0.3 | 24 | 0.8 | -14
The list continues.
SMILES | STAT3 act | APP 5UTR inh | STAT1 act | STAT1 blocker | STAT3 blocker | TLR4 MyD88 comp | Hsp70 activator | Diaphorase inh | Diaph act CS | G6PDH counter
N=C1C(c2nc3ccccc3[nH]2)=C(O)CN1c1ccc(F)cc1 | 91 | -10 | 114 | -15 | 8 | 11 | 0.1 | 3 | 1 | 14
O=C(O)C1CCCCC1C(=O)Nc1ccc2c(c1)OCCO2 (configuration not stated) | 85 | 0 | 99 | 2 | 25 | -2 | -0.5 | 14 | 0.9 | 1
COC(=O)c1ccc(NC(=O)Cn2nnc(-c3cccs3)n2)cc1 | 99 | 3 | 101 | -2 | 7 | 3 | -0.2 | -5 | 1.1 | 1
CN(C)S(=O)(=O)c1ccc(NC(=O)N2CCN(c3cccc(C(F)(F)F)c3)CC2)cc1 | 70 | 0 | 86 | 16 | 42 | -3 | 0.8 | 23 | 0.8 | 8
COc1ccc(C2C(C(=O)Nc3cc(C)on3)c3ccccc3C(=O)N2C)cc1 (configuration not stated) | 93 | 0 | 102 | -2 | 11 | 2 | -0.3 | 12 | 0.9 | 4
CCOc1cccc(-c2cc(=O)[nH][nH]2)c1 | 95 | -6 | 97 | 2 | 8 | -17 | -0.2 | 10 | 0.9 | 8
COc1ccccc1CN(Cc1nc2ccccc2c(=O)[nH]1)S(=O)(=O)c1ccc(C)cc1 | 98 | 2 | 101 | -1 | 8 | 0 | -0.2 | 17 | 0.8 | 7
CCN(CC)CCCCCOc1ccccc1OC | 100 | -1 | 109 | -10 | 9 | -7 | 0.7 | 4 | 1 | 7
COc1ccc(Cn2nnnc2CN2CCN(c3ccc(OC)cc3)CC2)cc1 | 101 | 1 | 98 | 0 | 5 | -13 | -0.1 | -7 | 1.1 | -1
CCOC(=O)N1CCC(NC(=O)c2cnc3n(c2=O)CCS3)CC1 | . | 12 | 100 | -1 | . | -21 | -0.1 | 3 | 1 | 8
CCc1cccc(C)c1NC(=O)CSc1nc(-c2ccccc2F)nc2nc[nH]c12 | 105 | 8 | 98 | 2 | -9 | -2 | -0.3 | -6 | 1.1 | 0
CCSc1nnc(-c2ccccc2NC(=O)CC)c(=O)[nH]1 | 102 | 18 | 102 | -2 | -1 | -9 | 0.7 | 11 | 0.9 | 11
O=[N+]([O-])c1ccccc1CSc1nc2ccccc2o1 | 115 | -66 | 140* | -43 | -21 | -9 | 0.1 | 7 | 0.9 | -9
Cc1cc(-n2[nH]c(C)c(C)c2=O)nc(-c2ccccc2O)n1 | 96 | -14 | 97 | 2 | 11 | 3 | 0.1 | 16 | 0.8 | 13
O/N=C/c1ccn(-c2ccc(Br)cc2)c1 | 102 | -57 | 131* | -34 | 0 | -17 | 0.0 | 6 | 0.9 | 0
Cc1ccc(OCc2nc(-c3ccccn3)n[nH]2)cc1 | 106 | -26 | 91 | 9 | -2 | -1 | 0.0 | 6 | 0.9 | 6
COc1cccc(/C=N/NC(=O)CNC(=O)c2ccc(S(=O)(=O)N3CCCC3)cc2)c1OC | 94 | 11 | 94 | 8 | 12 | 11 | -0.2 | 15 | 0.8 | 12
Cc1ccc2oc(-c3ccc(NC(=O)CC(C)C)cc3)nc2c1 | 105 | -120 | 154* | -59 | 1 | -8 | 0.1 | 12 | 0.9 | 4
O=C(CSc1nc2ccccc2[nH]1)NC1CCCC1 | 99 | 15 | 89 | 12 | 3 | -7 | 0.0 | 4 | 1 | 7
Cc1cc2c(c(SCC(N)=O)n1)C(=O)OC2 | 96 | 17 | 96 | 4 | 10 | 9 | -0.3 | 8 | 0.9 | -1
CC(=O)Nc1ccc(NC(=O)COC(=O)c2c(C)nn(-c3ccccc3)c2C)cc1 | 104 | -16 | 105 | -6 | -2 | 5 | -0.3 | 13 | 0.9 | -1

Reformatted with two lines to a compound: part of the list above
The line under a structure holds: STAT3 act | APP 5UTR inh | STAT1 act | STAT1 blocker | STAT3 blocker | TLR4 MyD88 comp | Hsp70 activator | Diaphorase inh | Diaph act CS | G6PDH counter
> CN(C)S(=O)(=O)c1ccc(NC(=O)N2CCN(c3cccc(C(F)(F)F)c3)CC2)cc1
→ 70 | 0 | 86 | 16 | 42 | -3 | 0.8 | 23 | 0.8 | 8
> O=C(O)C1CCCCC1C(=O)Nc1ccc2c(c1)OCCO2 (configuration not stated)
→ 85 | 0 | 99 | 2 | 25 | -2 | -0.5 | 14 | 0.9 | 1

Copied from above (11 entries):
SMILES | STAT3 act | APP 5UTR inh | STAT1 act | STAT1 blocker | STAT3 blocker | TLR4 MyD88 comp | Hsp70 activator | Diaphorase inh | Diaph act CS | G6PDH counter
COC(=O)c1ccc(NC(=O)Cn2nnc(-c3cccs3)n2)cc1 | 99 | 3 | 101 | -2 | 7 | 3 | -0.2 | -5 | 1.1 | 1
CN(C)S(=O)(=O)c1ccc(NC(=O)N2CCN(c3cccc(C(F)(F)F)c3)CC2)cc1 | 70 | 0 | 86 | 16 | 42 | -3 | 0.8 | 23 | 0.8 | 8
COc1ccc(C2C(C(=O)Nc3cc(C)on3)c3ccccc3C(=O)N2C)cc1 (configuration not stated) | 93 | 0 | 102 | -2 | 11 | 2 | -0.3 | 12 | 0.9 | 4
CCOc1cccc(-c2cc(=O)[nH][nH]2)c1 | 95 | -6 | 97 | 2 | 8 | -17 | -0.2 | 10 | 0.9 | 8
COc1ccccc1CN(Cc1nc2ccccc2c(=O)[nH]1)S(=O)(=O)c1ccc(C)cc1 | 98 | 2 | 101 | -1 | 8 | 0 | -0.2 | 17 | 0.8 | 7
CCN(CC)CCCCCOc1ccccc1OC | 100 | -1 | 109 | -10 | 9 | -7 | 0.7 | 4 | 1 | 7
COc1ccc(Cn2nnnc2CN2CCN(c3ccc(OC)cc3)CC2)cc1 | 101 | 1 | 98 | 0 | 5 | -13 | -0.1 | -7 | 1.1 | -1
CCOC(=O)N1CCC(NC(=O)c2cnc3n(c2=O)CCS3)CC1 | . | 12 | 100 | -1 | . | -21 | -0.1 | 3 | 1 | 8
CCc1cccc(C)c1NC(=O)CSc1nc(-c2ccccc2F)nc2nc[nH]c12 | 105 | 8 | 98 | 2 | -9 | -2 | -0.3 | -6 | 1.1 | 0
CCSc1nnc(-c2ccccc2NC(=O)CC)c(=O)[nH]1 | 102 | 18 | 102 | -2 | -1 | -9 | 0.7 | 11 | 0.9 | 11
O=[N+]([O-])c1ccccc1CSc1nc2ccccc2o1 | 115 | -66 | 140* | -43 | -21 | -9 | 0.1 | 7 | 0.9 | -9
